# TDP1 inh: qHTS Assay for Inhibitors of Tyrosyl-DNA Phosphodiesterase (TDP1); recombinant TDP1, AlphaScreen DNA substrate cleavage; Potency, µM (series often up to 130 µM), without a hit: at the top dose activity change, negative = inhibition, hits mostly inhibitors; hit rate 0.28% among 350,000; AID 485290, 2010; also: nearly all actives have a fitted effect of over 40% in size
# Target sequence (Q9NUW8 whole entry, looked up): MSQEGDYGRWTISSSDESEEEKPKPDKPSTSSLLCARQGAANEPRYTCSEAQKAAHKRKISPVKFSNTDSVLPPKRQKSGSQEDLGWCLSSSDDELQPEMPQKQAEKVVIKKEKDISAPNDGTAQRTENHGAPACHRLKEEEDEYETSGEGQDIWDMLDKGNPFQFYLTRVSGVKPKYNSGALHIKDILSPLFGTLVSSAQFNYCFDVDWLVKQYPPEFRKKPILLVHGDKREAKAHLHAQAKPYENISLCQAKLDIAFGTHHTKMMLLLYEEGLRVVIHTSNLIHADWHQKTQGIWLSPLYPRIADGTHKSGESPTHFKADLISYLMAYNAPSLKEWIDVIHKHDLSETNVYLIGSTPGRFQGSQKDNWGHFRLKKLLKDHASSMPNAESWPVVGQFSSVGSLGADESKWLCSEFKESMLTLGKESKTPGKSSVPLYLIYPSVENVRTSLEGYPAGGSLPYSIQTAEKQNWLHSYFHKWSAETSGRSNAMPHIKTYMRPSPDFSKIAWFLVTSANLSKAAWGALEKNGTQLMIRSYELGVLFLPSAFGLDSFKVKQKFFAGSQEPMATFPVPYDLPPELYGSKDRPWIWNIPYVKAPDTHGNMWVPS
#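 Signal: AlphaScreen proximity between streptavidin donor and anti-FITC acceptor beads on intact substrate. Reaction: Tdp1 1 nM, substrate 15 nM final, 5 min RT after 15 min compound preincubation.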
# N370S GC mod: qHTS Assay for Inhibitors and Activators of N370S glucocerebrosidase as a Potential Chaperone Treatment of Gaucher Disease | Lysosomal acid glucosylceramidase (Homo sapiens), P04062 | N370S GC spleen homogenate, 4MU-glucoside fluorescence | Potency, µM (top dose mostly 59.4 µM), without a hit: at the highest dose activity change, negative = inhibition, usual class: inhibitors | hit rate 0.092% among 330,000;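 also: 0% = full enzyme activity and -100% = no enzyme basal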
# FEN1 inh: qHTS Assay for the Inhibitors of Human Flap endonuclease 1 (FEN1); P39748; Recombinant FEN1 flap cleavage, fluorescence, 15 min; Potency, µM (doses to about 114 µM), inactives show at the highest dose activity change, negative = inhibition, actives largely listed as inhibitors; hit rate 0.35% among 390,000; also: nearly all actives have a fitted effect of over 65% in size
# Target sequence (P39748 whole entry, looked up): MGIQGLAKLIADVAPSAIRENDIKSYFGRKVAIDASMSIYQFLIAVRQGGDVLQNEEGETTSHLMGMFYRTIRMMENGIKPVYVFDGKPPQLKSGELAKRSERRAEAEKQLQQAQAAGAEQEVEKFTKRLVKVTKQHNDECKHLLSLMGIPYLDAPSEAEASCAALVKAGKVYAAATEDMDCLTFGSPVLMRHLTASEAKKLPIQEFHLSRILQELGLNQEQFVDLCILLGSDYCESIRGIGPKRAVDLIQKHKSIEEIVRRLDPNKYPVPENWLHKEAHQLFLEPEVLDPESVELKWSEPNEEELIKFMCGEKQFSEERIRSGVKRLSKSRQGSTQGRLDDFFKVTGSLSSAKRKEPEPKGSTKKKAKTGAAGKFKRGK
#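 Steps: FEN1 (10 nM) dispensed; compound added by pin tool; 15 min at room temperature; substrate added to 50 nM final; reads at 0 min and 15 min; data normalized and fitted (four-parameter Hill).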
# Active calls of the source: *; u = inconclusive; x = not tested or not shown; & = joins results of further samples; [ ] = dose if it differs, or a comment. Calls follow the shape of the dose curve; as a rule, active = well fitted curve in the direction sought with a large enough effect; inconclusive = small, poorly fitted or top-dose-only effect, or another doubt; inactive = no such curve, though single readings can be large; an effect the other way counts as inactive or inconclusive. Unless noted, % is scaled to controls: 0 for no effect and ±100 for the full control effect; potency is read from the fitted curve at half-maximal effect.
Molecule	TDP1 inh	N370S GC mod	FEN1 inh
CC(C)CCNC(=O)c1sc2ccc(S(=O)(=O)N3CCCCC3)cc2c1N	1.4%	7.9%	3.1%
CCS(=O)(=O)c1ncc(N(Cc2cccc(F)c2)Cc2ccco2)c(C(=O)Nc2ccccc2Cl)n1	7.8%	x	14.1%
Cc1nc2ccccn2c1C(=O)CSc1ccccc1Cl	4.3%	13.1%	-1.0%
Cc1ccc(N2C(=O)CS(=O)C(c3ccccc3)C2=O)cc1C (stereo not drawn)	-2.7%	-5.4%	u
O=C(Nc1cnn(Cc2ccc(Cl)cc2Cl)c1)c1noc2c1CCc1ccccc1-2	6.4%	x	-7.1%
CC[C@H](C)[C@H](NC(=O)[C@H](CCC(=O)O)NC(=O)CNC(=O)[C@H](CCCCN)NC(=O)[C@H](CCC(=O)O)NC(=O)[C@H](CCSC)NC(=O)[C@H](CCSC)NC(=O)[C@H](CCSC)NC(=O)[C@H](CCC(=O)O)NC(=O)CNC(=O)[C@H](CO)NC(=O)[C@H](CO)NC(=O)[C@H](CO)NC(=O)[C@@H](N)CC(N)=O)C(=O)N[C@@H](CCCCN)C(=O)O	8.2%	u	x
COC(=O)c1cnn(-c2ccc(F)cc2F)c1/C=N/NC(=S)NC(C)(C)C	3.7%	u	-6.5%
CC(C)n1c(SCc2ccccc2F)nc2c1c(=O)n(C)c(=O)n2C	-1.0%	0.9%	-28.8%
CC(C)c1cc(C(=O)N/N=C/C=C/c2ccccc2)n[nH]1	0.6%	6.6%	-7.0%
CC1CCCC(NC(=O)COC(=O)c2cccnc2Cl)C1C (stereo not drawn)	0.2%	x	-13.3%
COc1ccc(NC(=O)Cc2c(F)cccc2Cl)c(OC)c1	0.6%	1.7%	-7.7%
Cc1sc2ncnc(N(C)C3CCCCC3)c2c1C	x	-9.1%	-1.7%
O=C(/C=C/c1cccc([N+](=O)[O-])c1)N1CCN(C(=O)c2ccco2)CC1	3.8%	8.0%	1.1%
CCc1ccccc1NC(=O)CN(c1ccc(OC)cc1OC)S(=O)(=O)c1ccccc1[N+](=O)[O-]	6.0%	-14.8%	-14.5%
CC(C)=CCOc1c2ccoc2c(OCC=C(C)C)c2oc(=O)ccc12	-16.3%	x	-22.3%
Cn1c(Cn2nnc3ccccc32)nnc1SCC(N)=O	7.3%	-5.5%	-18.7%
Cc1cccc(C)c1NC(=O)CSc1nnnn1C	1.0%	-16.0%	8.6%
CCCCCN(C(=O)CCC(=O)OC(C)C(=O)NCc1ccccc1)c1c(N)n(CCCC)c(=O)[nH]c1=O (stereo not drawn)	-5.4%	-10.6%	1.0%
CC(=O)Nc1ccc(-c2csc(NC(=O)C3CSC4(C)CCC(=O)N34)n2)cc1 (stereo not drawn)	x	0.9%	-3.8%
COc1ccc(N2CCN(C(c3cccs3)C(C)NS(C)(=O)=O)CC2)cc1 (stereo not drawn)	4.6%	5.8%	-2.2%
Cc1cccc(N2CCN(S(=O)(=O)c3cccc4nonc34)CC2)c1C	7.9%	-5.6%	0.2%
COc1ccc(-c2nn(-c3ccccc3)cc2C(=O)N/N=C/c2ccc([N+](=O)[O-])o2)cc1	2.7%	7.7%	-1.4%
CCS(=O)(=O)CCn1c([N+](=O)[O-])cnc1C	-3.6%	0.4%	1.1%
Cc1c(C)c2ccc(OCC(=O)N[C@@H](Cc3ccccc3)C(=O)O)cc2oc1=O	x	-13.4%	1.9%
O=C(Nc1cc(-c2nc3ncccc3o2)ccc1Cl)c1ccco1	-3.5%	-4.3%	1.1%
COC(=O)c1ccc(CSc2nnnn2Cc2ccccc2)cc1	-3.3%	16.9%	-12.5%
CCCCCCn1cc(C(=O)O)c(=O)c2cc(F)c(N3CCN(C(=O)OCC)CC3)cc21	x	-10.3%	0.4%
COC(=O)Cn1ccc2cc(S(=O)(=O)N3CCCCCC3)ccc21	3.7%&0.0%	26.5%	12.1%&-10.5%
CC(C)CC(N=Cc1c(O)c2ccccc2oc1=O)C(=O)O (stereo not drawn)	6.1%	-0.6%	14.9%
CCOC(=O)c1cnc2cc(C(F)(F)F)ccc2c1N1CCN(c2cccc(Cl)c2)CC1	3.2%	x	4.3%

# Reprinted from the part before: 3 compounds, then new ones.
Molecule	TDP1 inh	N370S GC mod	FEN1 inh
COC(=O)Cn1ccc2cc(S(=O)(=O)N3CCCCCC3)ccc21	3.7%&0.0%	26.5%	12.1%&-10.5%
CC(C)CC(N=Cc1c(O)c2ccccc2oc1=O)C(=O)O (stereo not drawn)	6.1%	-0.6%	14.9%
CCOC(=O)c1cnc2cc(C(F)(F)F)ccc2c1N1CCN(c2cccc(Cl)c2)CC1	3.2%	x	4.3%
COC(=O)C1CN(C(=O)C(C)Oc2ccc(C)c(C)c2)c2ccccc2O1 (stereo not drawn)	x	2.6%	10.0%
CCC(=O)N1CCN(c2nc3ccc(Br)cc3s2)CC1	6.0%	2.0%	1.2%
CC(=O)Nc1nc2c(c3c1c(=O)oc1ccccc13)CCCCC2	0.0%	2.6%	x
CCOc1cccc(CC(=O)N2CCc3c([nH]c4ccccc34)C2c2ccc(F)cc2)c1OCC (stereo not drawn)	5.4%	x	-21.3%
CC(C(=O)NC1CCCCC1)N(Cc1ccc(F)cc1)C(=O)c1snc(C(N)=O)c1N (stereo not drawn)	x	15.5%	-7.8%
Clc1cccc(CN2CCc3c([nH]c4ccccc34)C2)c1Cl	x	-28.5%	7.8%
CC1=C(C(=O)OC(C)C)[C@@H](c2cccc3nonc23)C([N+](=O)[O-])=C(C)N1	7.3%	-5.4%	x
FC(F)Oc1ccc(-c2csc(=Nc3cccnc3)n2CC2CCCO2)cc1 (stereo not drawn)	-5.8%	u	-18.9%
CCCCOC(=O)C1Cc2ccccc2C(=O)O1 (stereo not drawn)	6.5%	3.3%	0.6%
OCC1(Cc2ccc(F)cc2F)CCCN(Cc2ccc(Cl)cc2)C1 (stereo not drawn)	2.6%	-11.2%	2.6%
C=CCn1c(SCC(=O)NC(=O)NCc2ccco2)nc2sc(CC)cc2c1=O	u	18.3%	-9.5%
COc1ccc(CCNc2c([N+](=O)[O-])ncn2C)cc1OC	-0.6%	-9.1%	-4.4%
COc1cccc(CCc2nnc(CCC(=O)NCCC3CCCCO3)o2)c1 (stereo not drawn)	2.6%	-2.0%	-0.3%
CCCN1CCC(NC(=S)Nc2ccc([N+](=O)[O-])cc2)CC1	5.4%	-4.1%	-13.3%
C=CCOc1ccc(/C(O)=C2/C(=O)C(=O)N(CCCn3ccnc3)C2c2ccco2)cc1 (stereo not drawn)	x	4.5%	-3.7%
O=C(N/N=C/c1cnc(N2CCCCC2)s1)c1ccc(C(F)(F)F)cc1	x	-11.6%	-4.9%
CCc1ccccc1Nc1nc2ccccc2c2nncn12	5.0%	x	2.3%
COC(=O)[C@@]1(Cc2ccc(F)cc2)[C@H]2c3cc(C(=O)N(C)C)n(Cc4ccc(S(C)(=O)=O)cc4)c3C[C@H]2CN1C(=O)c1ccccc1	-0.3%	-7.2%	x
CN(C)/C=N/N(C)c1ncccc1[N+](=O)[O-]	x	-0.8%	1.3%
COc1ccc(Cl)cc1C(=O)NNC(=O)CCNC(C)=O	0.0%	0.1%	9.1%
Cc1cc(C)cc(NC(=O)CSc2nc3ncccc3[nH]2)c1	6.2%	x	-6.8%
COc1ccccc1CNS(=O)(=O)c1ccc(Cl)s1	1.5%[0.0935 µM]	-9.3%	-7.5%
OCCC1CN(Cc2cnc(N3CCCC3)s2)CCN1Cc1ccccc1 (stereo not drawn)	x	-2.5%	-1.7%
C/C=C/C(=O)OCC(=O)Nc1ccc(OC)c(Cl)c1	0.0%	-0.8%	-4.4%
COc1ccc(C(=O)Nc2cccc(NC(=O)c3cccs3)c2)cc1	x	3.1%	1.5%
O=S(=O)(c1ccc(Oc2ccc3c(c2)OCO3)c(S(=O)(=O)N2CCOCC2)c1)N1CCOCC1	1.7%	x	-11.1%
COc1ccccc1NC(=O)c1ccc(NC(=O)c2cc3c(s2)CCC3)cc1	0.0%	5.9%	-3.2%
CCc1nc(NCc2ccco2)c2oc3ccccc3c2n1	5.8%	10.5%	-15.8%
CN(CC(=O)Nc1ccc(Cl)c(C(F)(F)F)c1)C(=O)c1cccc2cccnc12	-0.3%	x	-13.4%
CCN(CC)CCCN1C(=O)c2oc3ccccc3c(=O)c2C1c1cccc(OC)c1OC (stereo not drawn)	-7.7%	4.8%	-0.6%
Nc1nnnn1/N=C/C(Br)=C/c1ccccc1	1.9%	-4.4%	8.7%
CCCCc1cc(=O)oc2cc(C)cc(OC(C)C(=O)NCc3ccccn3)c12 (stereo not drawn)	1.4%	-1.2%	-16.5%
CCCCOc1ccc(C2CC(=O)N(C)C2=O)cc1 (stereo not drawn)	-1.6%[56.1 µM]	18.8%	1.7%
CCS(=O)(=O)N1CCC(C(=O)Oc2ccccc2Cl)CC1	x	-2.9%	1.3%
C/C=C/C(=O)Nc1nnc(-c2ccccc2C)s1	-5.1%	4.2%	11.0%
Cc1ccc(Nc2nnc(SCC(=O)c3ccc(Br)s3)s2)c(C)c1	-1.1%	6.1%	0.6%
CCOC(=O)c1sc(NC(=O)CSc2n[nH]c(-c3ccccc3)n2)c(C#N)c1C	9.5%	u	-11.1%
O=c1[nH]cnc2scc(C3COc4ccccc4O3)c12 (stereo not drawn)	-2.1%	-5.2%	-11.6%
O=C(CSc1nnnn1-c1ccccc1)Nc1ncc(Cc2cc(Cl)ccc2Cl)s1	5.9%	-6.1%	8.4%
Cc1ccc(-n2c(CNc3ccc(F)cc3)nnc2SCC(N)=O)cc1	3.1%	1.8%	-5.9%
O=C(COC(=O)c1c[nH]c(=O)[nH]c1=O)Nc1ccccc1	-1.2%	5.0%	5.2%
O=C(CCS(=O)(=O)c1cccs1)Nc1ccc(C(=O)Nc2cccc(Cl)c2)cc1	1.8%	x	3.2%
N#Cc1c(NC(=O)CSc2nc(-c3ccccc3)cc(C(F)(F)F)n2)sc2c1CCC2	0.0%	18.8%	-3.8%
COc1ccc(NC2CS(=O)(=O)CC2NCc2ccccc2)cc1 (stereo not drawn)	2.5%[56.1 µM]	15.6%	4.5%
Cc1ccccc1NC(=O)CCC(=O)N1CCSc2ccccc21	5.1%	x	-3.1%
CCCCOC(=O)c1ccc(NC(=O)c2cc(=O)c3ccccc3o2)cc1	7.4%	x	-5.8%
Cc1ccc(-c2[nH]c(-c3ccccc3)nc2SCC(=O)NCC2CCCO2)cc1 (stereo not drawn)	-4.3%[12.3 µM]	23.7%	u
COc1ccc([C@H]2CC(=O)C=C(c3ccc(OC)nc3)C2)cc1	0.7%	x	-17.1%
O/N=C1/C2C3CC4C5C3C1C5C1(OCCO1)C42 (stereo not drawn)	-2.1%	-19.5%	4.5%
O=C(NCc1ccccc1Cl)c1cccc(NC2=NC3CS(=O)(=O)CC3S2)c1 (stereo not drawn)	x	-0.9%	-0.9%
COc1cc(OC)cc(-c2cc3nc(C)c(CCC(=O)Nc4ccccc4OC)c(C)n3n2)c1	4.6%	x	-22.6%
CC(NC(=O)c1ccccc1F)c1nnc(SCC(=O)NC2=NCCS2)n1C (stereo not drawn)	x	-1.2%	-3.9%
CCOC(=O)C1=CC[C@H]2c3c(c4ccc(OC)cc4n3C)C(=O)C1N2S(=O)(=O)c1ccc(C)cc1	0.5%	x	-21.0%
CCNc1oc(-c2ccc(OC)cc2)nc1S(=O)(=O)c1ccc(Br)cc1	2.3%	-1.8%	3.2%
Cc1cc2n(c(=O)c1C#N)CCCN2c1cccc(Cl)c1	-3.3%	5.0%	0.0%
CCOC(=O)N/N=C1\CCc2ccccc21	-2.6%	-4.1%	-3.3%
N#Cc1c(-c2ccc(F)cc2)c2c([nH]c1=O)-c1ccccc1OC2	x	u	-16.9%
Cn1cc(CN2CCCC(C(=O)Nc3cccc(-n4cccn4)c3)C2)cn1 (stereo not drawn)	2.3%	1.4%	7.9%
CC(C)(C)C(=O)N1CCN(c2ccc(NC(=O)c3ccc([N+](=O)[O-])o3)cc2)CC1	4.9%	-9.4%	11.5%
O=C(O)C1CCCCN1S(=O)(=O)c1ccc(Cl)s1 (stereo not drawn)	-3.9%	3.3%	-2.0%

# Remaining list, next part
Molecule	TDP1 inh	N370S GC mod	FEN1 inh
COC(=O)c1ccc(S(=O)(=O)N2CCc3ccccc3C2)cc1	x	-19.9%	16.3%
CC(=O)Nc1ccc(NC(=O)CSc2nnnn2-c2ccccc2F)cc1	-1.5%	0.8%	5.1%
CCCCCOc1ccc(C2NC(=O)NC2=O)cc1 (stereo not drawn)	2.2%	-0.5%	-16.9%
O=C(CN1CCN(c2ccccn2)CC1)N1c2ccccc2Sc2ccc(C(F)(F)F)cc21	0.0%	u	-13.4%
